# ALDH1A1 block – blocks purified human ALDH1A1 activity. P00352. 220,000 tested, 7.3% active. Potency, µM (highest dose often 75.3 µM), inactives show at the highest dose activity, negative = inhibition, actives largely listed as inhibitors. Purified ALDH1A1, NADH fluorescence, propionaldehyde substrate; active means well fitted inhibition curve with a large enough effect, not every such curve was filed as active; inconclusive means small, poorly fitted or top-dose-only effect, or another doubt; inactive means no such curve, though single readings can be large or run the other way;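 further: plate controls were no enzyme wells and a reference inhibitor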
# Target sequence (P00352 whole entry, looked up): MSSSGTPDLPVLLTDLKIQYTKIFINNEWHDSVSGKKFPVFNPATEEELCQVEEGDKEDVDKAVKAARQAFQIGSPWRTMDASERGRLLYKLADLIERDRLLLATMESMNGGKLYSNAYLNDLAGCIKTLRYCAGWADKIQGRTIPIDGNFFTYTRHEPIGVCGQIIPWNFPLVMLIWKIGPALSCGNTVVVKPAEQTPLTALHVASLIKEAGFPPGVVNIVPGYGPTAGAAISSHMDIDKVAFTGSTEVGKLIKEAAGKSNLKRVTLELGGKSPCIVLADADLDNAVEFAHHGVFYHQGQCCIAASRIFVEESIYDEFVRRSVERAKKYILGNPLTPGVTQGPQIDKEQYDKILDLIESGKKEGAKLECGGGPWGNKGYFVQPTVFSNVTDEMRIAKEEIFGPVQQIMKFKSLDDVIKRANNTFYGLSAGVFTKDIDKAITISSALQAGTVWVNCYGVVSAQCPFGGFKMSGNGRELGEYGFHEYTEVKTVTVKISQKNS
# TexasRed fluor – alters Texas Red total fluorescence, flagging assay interference; TRb/SRC2 Texas Red total fluorescence interference; Potency, µM (series often up to 106 µM), for the others: at the top dose fluorescence change, negative = quenching; 280,000 tested, 0.29% active; AID 1479; active means well fitted curve in either direction with a large enough effect; inconclusive means small, poorly fitted or top-dose-only effect; further: on the % scale 0 is the no-effect control and ±100 the full control effect
#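 Human TRβ ligand-binding domain (0.6 uM) and Texas Red SRC2 peptide (20 nM) in Tris buffer with 1 uM T3 and 5% DMSO were incubated with pinned compound for 5 hr at ambient temperature. Total fluorescence was computed as S + 2P (555/632 nm).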
# TRb-SRC2 inh – TRbeta-SRC2 interaction inhibition. Potency, µM (highest dose often 106 µM), for the others: top-dose activity change, negative = inhibition, actives largely listed as inhibitors. P10828. 280,000 tested, 0.065% active. AID 1469. TRbeta-SRC2 peptide binding, fluorescence polarization; receptor liganded with 1 µM T3;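 further: plate controls were bound peptide for no effect and peptide without receptor for full effect; nearly all actives have a fitted effect of over 50% in size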
# Target sequence (P10828 whole entry, looked up): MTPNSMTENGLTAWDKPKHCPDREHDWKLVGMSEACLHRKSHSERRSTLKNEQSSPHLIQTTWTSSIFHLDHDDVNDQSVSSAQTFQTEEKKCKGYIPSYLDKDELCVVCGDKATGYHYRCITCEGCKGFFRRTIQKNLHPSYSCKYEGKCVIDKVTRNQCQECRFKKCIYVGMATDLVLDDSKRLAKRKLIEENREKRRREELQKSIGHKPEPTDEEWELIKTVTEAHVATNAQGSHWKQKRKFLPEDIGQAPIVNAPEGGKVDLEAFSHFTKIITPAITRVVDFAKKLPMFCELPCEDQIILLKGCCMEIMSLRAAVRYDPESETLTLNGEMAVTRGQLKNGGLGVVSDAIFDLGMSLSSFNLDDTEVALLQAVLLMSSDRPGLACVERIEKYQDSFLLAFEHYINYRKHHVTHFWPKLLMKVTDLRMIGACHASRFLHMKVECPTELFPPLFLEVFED
#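 Fluorescence polarization of 20 nM Texas Red SRC2 peptide (20-aa NR interaction domain) bound to 0.6 uM human TRb ligand-binding domain, with 1 uM T3, after 5 hr at ambient temperature; inhibition seen as decreased polarization.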
# Lamin A splicing – LMNA splicing modulation; HeLa LMNA splicing GFP/RFP minigene ratio, 48 h; Potency, µM (series often up to 46.1 µM), for inactives: top-dose ratio change, negative = inhibition, most hits filed as inhibitors; 200,000 tested, 0.01% active; active means well fitted inhibition curve with a large enough effect in the signal ratio, with a control signal flat, not every such curve was filed as active; inconclusive means small, poorly fitted or top-dose-only effect, or effect the other way, or a change in a side signal; the % refers to the signal ratio; further: on the % scale 0 is the no-effect control and ±100 the full control effect
#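 Read-out is the ratio of GFP to DsRed2 object intensity, acquired by 488 nm laser-scanning cytometry on HeLa lamin A-EGFP minigene reporter cells. Compound incubation 48 hrs at 37 °C in Opti-MEM with 2% FBS; DMSO 0.5% final.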
# SMN2 splice enh – enhancers of SMN2 splice variant expression | HEK293 SMN2-luciferase splicing reporter, luminescence, 30-36 h | Potency, µM (highest dose often 46.1 µM), for inactives: top-dose activity change, positive = activation, most hits filed as activators | 210,000 tested, 2.8% active; further: % of control where 0% means no effect; nearly all actives have a fitted effect of over 55% in size
#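 HEK293 cells carry an SMN2 […]–luciferase reporter in which exon 7 inclusion puts luciferase in frame. Cells were plated 10-12 h before compound addition, then incubated 30-36 h at 37C. ONE-Glo luminescence was read; sodium butyrate at 4.5 mM final served as control.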
# JMJD2E inh – JMJD2E (human) inhibition | JMJD2E catalytic domain, FDH-coupled NADH fluorescence (FDH is formaldehyde dehydrogenase) | Potency, µM (doses to about 57.1 µM), without a hit: at the top dose activity change, negative = inhibition, hits mostly inhibitors | 230,000 tested, 1.6% active; active means well fitted inhibition curve with a large enough effect, not every such curve was filed as active; inconclusive means small, poorly fitted or top-dose-only effect, or another doubt; inactive means no such curve, though single readings can be large or run the other way;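 further: 0% = wells with enzyme and -100% = buffer wells without enzyme; nearly all actives have a fitted effect of over 50% in size; many of its hits are not listed in these tables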
# RGS12 GoLoco inh – RGS12 GoLoco-Gai1 interaction inhibition; Gai1:RGS12 GoLoco peptide FP, rhodamine, 10 min; Potency, µM (highest dose often 61.6 µM), without a hit: at the highest dose activity, negative = inhibition, most hits filed as inhibitors; P63096; AID 880; 230,000 tested, 0.44% active; active means well fitted inhibition curve with a large enough effect, not every such curve was filed as active; inactive means no such curve, though single readings can be large or run the other way; further: on the % scale 0 is the no-effect control and ±100 the full control effect; nearly all actives have a fitted effect of over 30% in size; many of its hits are not listed in these tables
# RECQ1 helicase – inhibitors of human RECQ1 DNA helicase; AID 2549; P46063; 240,000 tested, 0.54% active; Potency, µM (doses to about 57.3 µM), for the others: at the highest dose activity, negative = inhibition, hits mostly inhibitors; RECQ1 DNA unwinding, red fluorescence kinetic read;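 further: plate controls were vehicle for no effect and no enzyme for full effect; nearly all actives have a fitted effect of over 30% in size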
#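 RECQ1T1 50 nM; forked duplex (20 bp + 30-nt ss tails) 200 nM, ATP 2 mM final; pH 8.0, 2 mM MgCl2, 2.5 ug/ml poly(dI-dC); 15 min compound preincubation; discontinuous kinetic read over 2 h at RT.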
# * hit, by the source's call; i = inactive; ? = inconclusive; . = not tested or not shown; & = joins results of further samples; [ ] = dose if it differs, or a comment. Unless noted, the call rests on the fitted dose curve; in most records, active means well fitted curve in the direction sought with a large enough effect; inconclusive means small, poorly fitted or top-dose-only effect, or another doubt; inactive means no such curve, though single readings can be large; an effect the other way counts as inactive or inconclusive. Potency means the concentration at half of the fitted maximal effect.
SMILES,ALDH1A1 block,TexasRed fluor,TRb-SRC2 inh,Lamin A splicing,SMN2 splice enh,JMJD2E inh,RGS12 GoLoco inh,RECQ1 helicase
COc1ccc(-c2nn(-c3ccccc3)cc2C(=O)OCC(=O)c2ccc(C)c([N+](=O)[O-])c2)cc1,6%,-6%,4%,?,10%,-3%,2%,-12%
CCCCNC(=O)C1CC(c2cccc(F)c2)=NO1 (stereo not given),.,-1%,2%,.,.,12%,6%,i
O=S(=O)(c1ccc(Cl)c(S(=O)(=O)N2CCCC2)c1)N1CCCC1,-6%,1%,1%,.,.,?,12%,22%
COC(=O)C1=C(C)OC(N)=C(C#N)C1c1cc(OC)c(OCC(N)=O)cc1Cl (stereo not given),?,0%,10%,-15%,-1%,?,44%[activator],-3%
CN(C)c1nc(C(=O)NN)nc(N(C)C)n1,13µM*,-1%,-2%,-5%,?,52%[activator],9%,-4%
COc1cccc2cc(S(=O)(=O)c3ccc(C)cc3)/c(=N/NS(=O)(=O)c3ccc(C)cc3)oc12,8%,-2%,-8%,-8%[46 µM],6%,18%,0%,-12%
CCCCC(=O)Nc1ccc(C(=O)NNC(=O)c2cccs2)cc1,3%,0%,-1%,-5%,18%,-5%,5%,-1%
CCN(CC)CCNC(=O)c1ccc(NC2=NC3CS(=O)(=O)CC3S2)cc1 (stereo not given),2%,-2%,-6%,4%,-14%,10%,19%,6%
CC(C)(C)c1ccc(-c2nc(-c3ccncc3)no2)cc1,0%,2%,3%,?,17%,-5%,10%,-2%
COc1ccc(/C=C(\C#N)C(=O)OCCNC(=O)c2ccncc2)cc1,?,-1%,4%,-3%[46 µM],15%,-9%,8%,-2%
O=C(CN1CCN(C/C=C/c2ccccc2)CC1)Nc1ccc(F)cc1F,10%,-2%,-2%,0%[46 µM],-17%,-8%,5%,-1%
CCN(CC)S(=O)(=O)c1ccc(NS(=O)(=O)c2cccc(C)c2)cc1,3%,0%,-1%,-16%,-5%,-2%,-7%,-15%
Cc1cccn2c(=O)c3cc(C#N)c(=O)n(CCCN4CCOCC4)c3nc12,?,2%,-19%,?,9%,?,15%,-13%
COc1cc(=O)n(C)c2ccccc12,8%,-1%,8%,3%,11%,13%,14%,-6%
COc1ccc(C(=O)c2ccc(OC)c(OC)c2)cc1,?,-1%,9%,3%,-7%,3%,10%,-9%
Cc1nnc2ccc(-c3cccc(NC(=O)c4ccc(Br)o4)c3)nn12,5%,-2%,-7%,.,.,7%,10%,-7%
C[C@@H](CO)NC(=O)c1ccc2c3n(nc2c1)-c1ccccc1CO3,.,-2%,-13%,.,.,?,15%,i
NS(=O)(=O)c1cccc(NC(=O)COC(=O)Cn2cnc3ccccc32)c1,.,-1%,4%,.,.,1%,2%,i
Cc1ccc(NC(=O)CN(C)CC(=O)NC2CCCc3ccccc32)cc1 (stereo not given),.,0%,10%,.,.,5%,-1%,13%
O=C(COc1ccccc1C(=O)O)Nc1ccc(SC(F)F)cc1,5%,-3%,6%,.,.,-1%,4%,-6%
NC(=O)CC(NC(=O)Cc1ccc(Br)cc1)c1ccc(N2CCN(c3ccccc3)CC2)c([N+](=O)[O-])c1 (stereo not given),.,0%,2%,.,.,?,-4%,5%
CC1CC(C)(C)NC(=S)O1 (stereo not given),6%,-1%&-2%,-2%&7%,?,-2%,0%&-1%,7%&9%,-15%
O=C(c1ccco1)c1cc2c(ccc3ccccc32)oc1=O,?,-1%,5%,?,3%,?,-5%,-8%
Cc1ccc(-n2nnnc2-c2ccccc2)cc1,-1%,0%,-4%,.,-2%,4%,9%,-6%
COc1ccc(CC(=O)N2CCOCC2)cc1,1%,-7%,-2%,-6%,8%,4%,-9%,4%

# Single values from above:
# For RECQ1 helicase, CCN(CC)CCNC(=O)c1ccc(NC2=NC3CS(=O)(=O)CC3S2)cc1 (stereo not given) has the entry 6%
# For ALDH1A1 block, COc1ccc(-c2nn(-c3ccccc3)cc2C(=O)OCC(=O)c2ccc(C)c([N+](=O)[O-])c2)cc1 has the entry 6%

# Additional records follow:
SMILES,ALDH1A1 block,TexasRed fluor,TRb-SRC2 inh,Lamin A splicing,SMN2 splice enh,JMJD2E inh,RGS12 GoLoco inh,RECQ1 helicase
COC(=O)c1ccc2nc(C(F)(F)F)[nH]c2c1,?,0%,-17%,?,-22%,?,12%,-8%
Cc1sc2c(c1C)C(=O)/C(=C\Nc1ccccn1)S(=O)(=O)N2C,.,3%,-2%,.,.,0%,7%,-10%
COS(C)(=O)=O,13%&0%,-3%&1%,-4%&-5%,-5%,-13%&-11%,4%,7%&11%,-19%&5%
COc1cc(NC(=O)COC(=O)CNC(=O)c2cc(C)cc(C)c2)c(C)cc1[N+](=O)[O-],?,-4%,-1%,-5%,3%,-7%,5%,-12%
Cc1ccccc1NC(=O)C1Cc2ccccc2CN1C(=O)OCc1ccccc1 (stereo not given),2%,2%,-4%,6%,-2%,0%,3%,i
Cc1cc(NC(=O)C2CCCCC2)nc2c1c(=O)oc1ccccc12,?,0%,-10%,21%,-8%,-5%,2%,-12%
Cc1cc(C)n2nc(SCCC(=O)NCCc3ccccc3)nc2n1,5%,-3%,-1%,14%,-10%,6%,5%,i
COc1ccc(NC(=O)CSc2nnc(-c3cccs3)n2C)cc1OC,-4%,0%,-9%,11%,7%,4%,5%,i
CC(C)(C)c1ccc(S(=O)(=O)C(C)(C)C)cc1,?,0%,-8%,23%[46 µM],-3%,1%,-6%,-1%
O=C(O)c1ccc2nnn(O)c2c1,3%,-2%,4%,5%[46 µM],.,-3%,-7%,9%
O=c1[nH]n2c(=O)c3c([nH]c2c1N=Nc1ccccc1)CCC3,-7%,-10%,4%,-3%,3%,-2%,-16%,-13%
Cc1ccsc1C(C(=O)NC(C)(C)C)N(C(=O)c1csnn1)c1ccccc1 (stereo not given),4%,-4%,8%,-2%[9.22 µM],-16%,5%,8%,-6%
O=C(NCCc1ccc(F)cc1)c1cccs1,0%,-1%,3%,-2%,16µM*,2%,7%,-3%
Nc1nc(-c2ccco2)c(-c2ccco2)s1,?,-7%,7%,-4%,-8%,-17%,-1%,-15%
OCCN1C[C@H](O)[C@@H](O)[C@H](O)[C@H]1CO,.,-3%,4%,.,.,-2%,20%,11%
CCN(CC)S(=O)(=O)c1cccc(S(=O)(=O)N2CCCCC2)c1,3.5µM*,1%,8%,21%,4%,-11%,4%,-2%
O=C(CN1CCN(CC(=O)Nc2ccccn2)CC1)Nc1ccccn1,-6%,2%,-18%,5%,26%,-17%,12%,9%
CN(C)CCCn1c(=S)[nH]c2ccccc2c1=O,17%,-4%,0%,3%[9.22 µM],1%,1%,7%,0%
c1ccc(-c2nc(-c3cccs3)[nH]c2-c2ccccc2)cc1,?,0%,-7%,-6%,-7%,?,-5%,-7%
Cc1ccc(C)c(N(CC(=O)NCc2ccc3c(c2)OCO3)C(=O)CCC(=O)Nc2ccccn2)c1,5%,0%,6%,-6%,-5%,3%,0%,i
C=CCNC(=S)Nc1cccc2ccccc12,-11%,2%,14%,-6%,-1%,19%,8%,-1%
C[C@@H]1CC[C@H]2C(=O)N3[C@@H](CC[C@@H](C)[C@@H]3c3ccc(Br)cc3)C(=O)N2[C@@H]1c1ccc(Br)cc1,-9%[13.5 µM],-3%[11.2 µM],-3%[11.2 µM],.,.,.,.,i[11.5 µM]
COC(=O)COc1ccc(NC(=O)Cn2nc(-c3ccccc3)c3ccccc3c2=O)cc1,-4%,2%,10%,.,.,-2%,-3%,-12%

# Seven compounds drawn at random from the list so far, as already listed:
SMILES,ALDH1A1 block,TexasRed fluor,TRb-SRC2 inh,Lamin A splicing,SMN2 splice enh,JMJD2E inh,RGS12 GoLoco inh,RECQ1 helicase
O=C(NCCc1ccc(F)cc1)c1cccs1,0%,-1%,3%,-2%,16µM*,2%,7%,-3%
Cc1ccccc1NC(=O)C1Cc2ccccc2CN1C(=O)OCc1ccccc1 (stereo not given),2%,2%,-4%,6%,-2%,0%,3%,i
Nc1nc(-c2ccco2)c(-c2ccco2)s1,?,-7%,7%,-4%,-8%,-17%,-1%,-15%
O=C(CN1CCN(CC(=O)Nc2ccccn2)CC1)Nc1ccccn1,-6%,2%,-18%,5%,26%,-17%,12%,9%
COS(C)(=O)=O,13%&0%,-3%&1%,-4%&-5%,-5%,-13%&-11%,4%,7%&11%,-19%&5%
O=C(O)c1ccc2nnn(O)c2c1,3%,-2%,4%,5%[46 µM],.,-3%,-7%,9%
O=c1[nH]n2c(=O)c3c([nH]c2c1N=Nc1ccccc1)CCC3,-7%,-10%,4%,-3%,3%,-2%,-16%,-13%

# Screening results from PubChem.

# The list is partial; the hit share may differ from the screen's.
